XiGFP reactiv: activators of inactive X chromosome reactivation, primary screen, imaging, XiGFP fibroblasts, GFP high-content imaging, set 2 | XiGFP mouse fibroblasts, % GFP-positive cells imaging, 3 d; cells co-treated with 5-aza-dC sensitizer; scaled so ellipticine positive control = 100% | activation, % at 7.58 µM | 360,000 tested, 0.055% active;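 active means mean normalized replicate activation at least 10% and every replicate at or above 10%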;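 further: 0% = median of on-plate neutral control wells and 100% = ellipticine 6 µM median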
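Assay system: SV40-immortalized XiGFP fibroblast cells, line 68-5-11; buffer or medium: DMEM plus 5-aza-dC sensitizer; compound: one concentration, pinned; timing: compounds 3 days, fix/stain 15 min at room temperature; benchmarks: positive control ellipticine, 6 µM final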
RAD52 anneal inh: RAD52 DNA annealing inhibitors, primary screen, biochemical, FRET, single point, set 2 | DNA repair protein RAD52 homolog (Homo sapiens), P43351 | recombinant RAD52 DNA annealing, FRET fluorescence | inhibition, % at 18.7 µM | 360,000 tested, 0.46% active;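 active means every replicate showing at least 50% inhibition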
EWS-Fli inh: EWS/Fli-driven NR0B1 reporter inhibitors, primary screen, A673 cells, NR0B1 luciferase, luminescence, MLPCN library; viability-normalised; inhibition, % at 12.6 µM; 350,000 tested, 0.67% active; AID 651661, 2012;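 active means mean inhibition of at least 50% after viability correction, with every replicate also passing that limit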;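 further: firefly luciferase signal divided by Alamar Blue viability fluorescence both relative to DMSO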
S100A4 MyoIIA: inhibitors of S100A4-myosin IIA peptide binding, primary screen, biochemical, fluorescence polarization, TAMRA-MyoIIA peptide; inhibition, % at 10.7 µM; 360,000 tested, 0.14% active; AID 652163, 2013;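 active means mean inhibition of at least 70% across replicates, with every replicate also reaching that level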
Target sequence (P26447 whole entry, looked up): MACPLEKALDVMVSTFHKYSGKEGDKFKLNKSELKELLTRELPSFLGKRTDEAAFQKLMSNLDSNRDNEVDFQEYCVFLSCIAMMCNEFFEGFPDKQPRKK
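Test system: S100A4 monomer protein; Medium: HEPES pH 7.2 with CaCl2, KCl, NaCl, DTT, Triton; Probe or stimulus: TAMRA-labelled myosin IIA heavy-chain peptide probe, 5 nM; Doses: one dose per compound; Times: polarization read 5 min after assay mix addition, stable 5–60 min; Benchmarks: neutral control DMSO, positive control TFP.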
FN deposit inh: inhibitors of fibronectin matrix deposition, primary screen, AH1F cells, Alexa488-fibronectin fluorescence, plate reader; AH1F fibroblasts, overnight; inhibition, % at 12.6 µM; 350,000 tested, 0.086% active;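 active means mean inhibition across replicates of 30% or more, regardless of how many single replicates reach that level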;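 further: positive control wells lacked labelled fibronectin entirely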
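Material: AH1F fibroblasts assembling fluorescent fibronectin matrix; amount: 10000 AH1F cells/well; medium: DMEM, 2% serum; reagent: Alexa488-fibronectin, 24 nM final in well; dosing: single compound dose, delivered by pin transfer; incubation: 1 h adhesion, overnight exposure; detection: fluorescence after three HBSS washes, excitation 485 nm, emission 525 nm; measure: fibronectin deposition inhibition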
E-selectin induc: E-selectin induction in HUVECs, primary screen, imaging, HUVEC, immunofluorescence imaging, single point; P16581; AID 686992, 2013; activation, % at 7.58 µM; 260,000 tested, 0.37% active; normalized: neutral wells 0, TNF-alpha wells 100;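 active means mean E-selectin-positive cell signal at least 10% of the positive control, reached in at least 60% of replicates, without over 20% cell loss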;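 further: in these data hits start at about 27%; measured in HUVEC primary endothelial cells; signal is the percent of cells scored E-selectin positive by PE staining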
Target sequence (P16581 whole entry, looked up): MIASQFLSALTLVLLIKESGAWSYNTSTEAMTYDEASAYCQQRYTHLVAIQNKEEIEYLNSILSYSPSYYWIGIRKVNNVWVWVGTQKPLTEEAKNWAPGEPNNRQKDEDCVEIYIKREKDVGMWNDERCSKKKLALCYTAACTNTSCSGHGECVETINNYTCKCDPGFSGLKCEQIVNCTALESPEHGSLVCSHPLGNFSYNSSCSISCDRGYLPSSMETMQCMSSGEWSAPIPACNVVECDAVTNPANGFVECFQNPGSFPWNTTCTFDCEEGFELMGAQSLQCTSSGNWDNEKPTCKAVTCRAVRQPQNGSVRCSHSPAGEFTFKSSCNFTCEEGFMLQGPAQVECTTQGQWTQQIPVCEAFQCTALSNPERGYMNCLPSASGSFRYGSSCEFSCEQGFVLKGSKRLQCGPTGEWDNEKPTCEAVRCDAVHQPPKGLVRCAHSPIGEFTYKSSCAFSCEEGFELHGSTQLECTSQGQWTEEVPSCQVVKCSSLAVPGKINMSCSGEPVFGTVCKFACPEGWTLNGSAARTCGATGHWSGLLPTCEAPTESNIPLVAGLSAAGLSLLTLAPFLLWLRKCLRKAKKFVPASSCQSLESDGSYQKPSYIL
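Test system: HUVEC; input: 3,000 HUVEC/well; measured by: immunofluorescence imaging; read-out: % PE-positive cells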
esBAF inh: Bmi1 luciferase reporter increase in mESCs, primary screen, esBAF inhibitor project, mouse ES cells, Bmi1 luciferase knock-in, single point; 24 h; 100% = twice the neutral-well signal; 350,000 tested, 2% active; reporter increase, % at 12.5 µM; in the data active means activation above about 40%;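 further: 0% = median of the plate's neutral control wells and 100% = double that signal; a rise in the Bmi1 reporter signal indicates esBAF inhibition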
RAD54 branch: inhibitors of human RAD54 branch migration, primary screen, biochemical, fluorescence, single point; DNA repair and recombination protein RAD54-like (Homo sapiens), Q92698; RAD54 Holliday junction branch migration, FAM/BHQ fluorescence; inhibition, % at 10.4 µM; 360,000 tested, 0.14% active; AID 602329, 2012;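 active means mean normalized replicate activity at least 40 and at least half of replicates scoring 40 or more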;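 further: 0% = median of neutral control wells and 100% = median of positive control wells; inhibitors cause a drop in the FAM fluorescence signal; in these data hits start at about 50%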
The depositor's hits bear a star; . = not tested or not shown; & = joins results of further samples.

mol	XiGFP reactiv	RAD52 anneal inh	EWS-Fli inh	S100A4 MyoIIA	FN deposit inh	E-selectin induc	esBAF inh	RAD54 branch
C#CCNC(=O)C1=C[C@H](c2ccc3c(c2)OCO3)C[C@H](OCCCCO)O1	0.1	-29	-6	-3	-2	-0.1	.	.
Cc1ccc(NC(=O)CN(C)C(=O)/C=C/c2ccc3c(c2)OCO3)cc1	0.0	-14	-8	-13	3	-0.3	-12	-2
Cc1ccc(S(=O)(=O)N2CC3(O)CN(C(=O)OC(C)C)N(C(=O)OC(C)C)CC3(OC(=O)Nc3c(C)noc3C)C2)cc1 (configuration not stated)	-0.1	2	-20	0	-1	2.1	-1	0
O=C(CC1c2ccccc2C=C(c2ccsc2)N1c1ccc(-c2cccnc2)cc1)C1CC1 (configuration not stated)	0.3	-17	-1	-1	2	-0.2	.	.
CCC(C)(C)NC(=O)C(c1cccc(OC)c1OC)N(C(=O)CCC(=O)Nc1cc(C)on1)C(C)C (configuration not stated)	0.1	-10	-3	4	-5	0.3	-7	7
C[C@H](O)[C@@H]1CN2CCc3c([nH]c4ccc(-c5ccc6c(c5)OCO6)cc34)[C@@H]2C[C@@H]1N(C)C(=O)NC1CCCCC1	1.4	27	43	-4	-2	.	-14	.
COc1cccc(S(=O)(=O)N[C@H]2C=C[C@H](CC(=O)NC3Cc4ccccc4C3)O[C@@H]2CO)c1	-0.2	-3	13	-10	-9	-0.3	4	2
COc1cccc(Cn2cnc3c([N+](=O)[O-])c(C)c(C)cc32)c1	0.0	-5	3	10	1	-0.4	-5	.
CO[C@@H]1CN(C)C(=O)c2cc(NC(=O)C3CCC3)ccc2OC[C@@H](C)N(C(=O)c2ccccc2)C[C@H]1C	-0.4	-1	-7	-11	6	-0.1	0	-9
CCCC#Cc1cnc2c(c1)C(=O)N([C@H](C)CO)C[C@@H](C)[C@H](CN(C)Cc1ccc3c(c1)OCO3)O2	-0.9	8	13	-84	.	0.0	2	-9
COC(=O)C1=C[C@@H](C(=O)OC)C2C3=C(C(=O)C24CCCCC4)[C@H](C)n2c(=O)n(C)c(=O)n2[C@@H]3C1 (some centres not stated)	0.0	-13	9	2	-12	-0.4	1	-9
COc1ccc(NC(=O)Nc2ccc3c(c2)C(=O)N([C@H](C)CO)C[C@@H](C)[C@H](CN(C)S(C)(=O)=O)OCCCC[C@H](C)O3)cc1	0.2	0	-13	8	.	0.1	9	0
COc1ccc2nc(SCC(=O)c3ccco3)[nH]c2c1	.	-2	-82	-6	.	.	36	0
CCN1C(=O)[C@H]2[C@@H](c3ccc(-c4ccc(C(C)=O)cc4)c(OC)c3)N[C@@](Cc3ccccc3)(C(=O)OC)[C@H]2C1=O	0.0	-76	2	1	-4	-0.1	9	-12
C/C(=N/NC(=O)c1sc(=S)n(C)c1C)c1ccccc1	0.0	-13	-22	13	.	.	.	.
COc1ccc(-n2cc(C#N)c(=O)[nH]c2=O)cc1	0.0	-19	-4	-1	1	.	-14	3
Oc1c(Br)cc(CNC2CCCCC2)cc1Br	0.0	-10	9	-23	1	0.0	.	5
C[C@@H]1CN([C@@H](C)CO)C(=O)c2cccc(NC(=O)Nc3ccc(C(F)(F)F)cc3)c2O[C@H]1CN(C)Cc1ccc(-c2ccccc2)cc1	0.0	-2	-9	1	.	0.2	3	0
Cc1ccnc(NC(=O)CNC(=O)c2ccc3ccccc3c2)c1	0.1	-69	-30	16	-3	0.1	.	.
Cc1ccc(Nc2c(O)nc[nH]c2=O)cc1C	0.1	-13	5	-12	9	0.0	-10	-8
O=C(Nc1ccc2c(c1)OCCO2)C1CCCN(S(=O)(=O)c2cccnc2)C1 (configuration not stated)	0.1	-4	-4	31	-13	0.0	-11	13
Cc1ccc(C(=O)NCCC(=O)N2CCC3(CC2)NCCc2[nH]cnc23)cc1C	0.0	-16	.	-2	4	0.2	-1	3
C[C@@H]1CN([C@@H](C)CO)C(=O)c2cc(C#Cc3ccccc3)cnc2O[C@@H]1CN(C)C(=O)CN(C)C	0.0	27	3	-19	4	0.7	-1	10
CCOC(=O)c1ccc(NC(=O)Nc2ccon2)cc1	2.4	-14	40	2	-17	.	.	.
COC(=O)C[C@@H]1C[C@H]2c3cc(NC(=O)Nc4ccc(C(F)(F)F)cc4)ccc3O[C@H]2[C@@H](CO)O1	0.5	-3	-35	18	-4	1.0	6	-17
CCOC(=O)CSC1=C(C#N)C(c2ccc(Cl)cc2)CC(=O)N1 (configuration not stated)	0.2	-4	-17	-3	.	2.2	17	-6
COc1ccc(Cl)cc1S(=O)(=O)N1CCCC(C(=O)N2CCOCC2)C1 (configuration not stated)	0.0	-16	-5	-1	.	-0.4	-3	3
CC(C)(C)n1nc2c(c1NC(=O)Cc1ccc([N+](=O)[O-])cc1)CS(=O)(=O)C2	0.0	-16	.	2	0	-0.1	.	1
Cn1c(=O)cc(OCCCC(=O)NCCC2=CCCCC2)c2ccccc21	0.0	-4	-1	-3	-12	.	.	.
Cc1ccn2c(Nc3ccc4c(c3)OCO4)c(-c3ccccn3)nc2c1	0.1	-95	-13	46	-4	.	.	-3
COc1ccc(-c2csc(NC(=O)c3ccccc3NS(=O)(=O)c3ccc(C)cc3)n2)cc1	-0.1	-14	15	-1	-6	.	-75	.
Cc1ccccc1COc1cccc(/C=N/NC(=O)c2nnn(-c3nonc3N)c2C)c1	0.0	-7	.	-8	-3	.	3	-3
CNC(=O)/C(=C\c1ccco1)NC(=O)c1ccco1	0.0	-62	7	-1	11	0.8	0	-13
C[C@H]1CN([C@@H](C)CO)C(=O)c2cc(NC(=O)Nc3cccc4ccccc34)ccc2O[C@@H]1CN(C)Cc1ccc(-c2ccccc2)cc1	-0.5&0.0	1&-42	0&8	-11&0	-4	0.0&0.0	-1	-3&-4
CC1=C(C(=O)Nc2ccccn2)C(c2ccc3c(c2)OCO3)C2=C(CC(C)(C)CC2=O)N1 (configuration not stated)	0.1	-9	-23	-4	-13	.	9	8
COc1ccc(C(=O)C(Cc2cc(C(C)=O)ccc2OC)N2CCCC2)cc1 (configuration not stated)	0.1	-36	6	9	-8	-2.0	.	.
CCNc1nnc(SCC(=O)NC2CCCCCC2)s1	0.0	3	-4	-6	-11	-0.3	3	10
COc1ccc(S(=O)(=O)N2CC[C@@H]3[C@@H](CO)Nc4ccc(-c5cccc(C#N)c5)cc4[C@@H]32)cc1	0.1	-24	54*	15	9	-0.8	-14	0
C[C@@H]1CN([C@H](C)CO)C(=O)c2cc(NC(=O)C3CCCCC3)ccc2O[C@H]1CN(C)C(=O)Nc1ccc(F)cc1	-0.6	12	0	7	.	-0.7	1	0
COc1ccc(S(N)(=O)=O)cc1C(=O)OCC(=O)N1CC(=O)Nc2ccccc21	0.1	-5	-2	-16	-1	-0.9	-8	-4
COc1cc(OC)c(NC(=O)C(Sc2nc(C)cc(C)c2C#N)c2ccccc2)cc1Cl (configuration not stated)	-0.1	-35	-6	-3	9	-0.1	.	.
CCOc1ccc(-c2cccc(NC(=O)c3cccs3)c2)nn1	0.0	-4	-13	-4	0	-0.1	5	4
CC/C(=N\NC(=O)c1ccc(Br)cc1)c1ccccc1	-0.1	-11	-16	-4	.	.	.	.
O=C(NCCN1CCOCC1)c1cc(-c2ccc(F)cc2)nc2ccccc12	0.0	-3	3	11	3	.	-4	.
CCCNC(=O)N1C[C@H]2[C@@H](c3ccccc31)[C@@H](CO)N2C(=O)c1ccccc1	0.3	-12	-3	-5	.	0.1	2	-1

The closing two compounds of the part above lead into the next.
mol	XiGFP reactiv	RAD52 anneal inh	EWS-Fli inh	S100A4 MyoIIA	FN deposit inh	E-selectin induc	esBAF inh	RAD54 branch
O=C(NCCN1CCOCC1)c1cc(-c2ccc(F)cc2)nc2ccccc12	0.0	-3	3	11	3	.	-4	.
CCCNC(=O)N1C[C@H]2[C@@H](c3ccccc31)[C@@H](CO)N2C(=O)c1ccccc1	0.3	-12	-3	-5	.	0.1	2	-1
O=C(CC1CC1)N1CC2(C1)[C@H](c1ccccc1)[C@@H](CO)N2C(=O)c1ccccn1	0.0	-6	-5	15	-1	0.6	.	.
Cc1ccc(S(=O)(=O)N2CCC(C(=O)NCCCN3CCCC3=O)CC2)cc1	0.1	-9	2	-2	0	0.1	7	-13
C[C@H](CO)N1C[C@H](C)[C@H](CN(C)Cc2ccc3c(c2)OCO3)Oc2ncc(-c3cccc(C(F)(F)F)c3)cc2C1=O	0.2	6	19	-6	8	2.4	-6	4
CC1(C)Cc2c(cnn2-c2cccc(F)c2)C(NC(=O)c2csnn2)C1 (configuration not stated)	0.0	-2	2	4	.	-0.2	0	0
COc1ccc(CN2C[C@@H](C)[C@H](OC)CN(C)C(=O)c3ccc(NC(=O)C4CC4)cc3OC[C@H]2C)cc1	0.0	11	5	3	2	0.0	5	-5
CCCCc1nnc(NC(=O)Cc2ccc(OC)c(S(=O)(=O)N3CCOCC3)c2)s1	-0.2	-2	4	-3	-3	0.1	.	.
O=C(COC(=O)Cc1ccc(F)cc1)NCCc1ccccc1	0.3	-10	-2	-3	7	-0.2	.	.
O=C(O)C1CSC2(c3ccc(Br)cc3)CCC(=O)N12 (configuration not stated)	0.1	5	8	3	0	.	.	.
CN(CCc1ccccc1)C1CCCN(S(=O)(=O)N(C)C)C1 (configuration not stated)	0.2	-3	1	-6	2	-1.7	-1	0
O=C(C(=O)N1CCN(c2cccc(Cl)c2)CC1)N1CCCCC1	0.0	-2	-6	-4	4	.	-2	-1
O=C(Cc1ccccc1)N1C[C@@H]2[C@H](c3ccccc31)[C@H](CO)N2C(=O)Nc1ccc(F)cc1	0.1	-3	15	-2	.	-0.2	-4	-8
O=C(NCc1ccco1)C1CC(O)CN1C(=O)Nc1ccccc1 (configuration not stated)	0.0	-13	9	-3	-1	0.1	-13	1
Cc1ccc(-n2c(SCC(=O)NCC3CCCO3)nc3ccccc3c2=O)cc1 (configuration not stated)	0.1	-12	-6	-3	-2	7.6	0	-1
O=C(NCc1ccc(F)cc1)c1cc(-c2ccncc2)nc2ccccc12	0.0	-8	15	2	15	0.7	-5	-1
O=C(NCCN1CCOCC1)/C(=C/c1ccccc1)NC(=O)c1ccccc1	0.1	-7	-8	-2	-1	.	-5	1
